Screening results from PubChem.
Pf growth 96h: Primary qHTS for delayed death inhibitors of the malarial parasite plastid, 96 hour incubation | Potency, µM (doses to about 28.7 µM), for inactives: top-dose activity change, negative = inhibition, actives largely listed as inhibitors | hit rate 6.9% among 320,000 | P. falciparum luciferase reporter growth, 96 h; further: potency means the concentration at half of the fitted maximal effect; on the % scale 0 is the no-effect control and ±100 the full control effect
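P. falciparum expressing integrated firefly luciferase grown in erythrocytes (2% hematocrit, 0.05% parasitemia final) with compounds for 96 hours at 37 C, 5% CO2. Growth inhibition read as loss of luminescence after adding luciferase detection reagent.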
LmPK inh: qHTS Assay for Inhibitors of Leishmania Mexicana Pyruvate Kinase (LmPK); hit rate 0.37% among 290,000; Q27686; Potency, µM (doses to about 57.5 µM), inactives show at the highest dose activity change, negative = inhibition, usual class: inhibitors; purified LmPK, Kinase-Glo ATP luminescence, 1 h; further: potency means the concentration at half of the fitted maximal effect; on the % scale 0 is the no-effect control and ±100 the full control effect
Target sequence (Q27686 whole entry, looked up): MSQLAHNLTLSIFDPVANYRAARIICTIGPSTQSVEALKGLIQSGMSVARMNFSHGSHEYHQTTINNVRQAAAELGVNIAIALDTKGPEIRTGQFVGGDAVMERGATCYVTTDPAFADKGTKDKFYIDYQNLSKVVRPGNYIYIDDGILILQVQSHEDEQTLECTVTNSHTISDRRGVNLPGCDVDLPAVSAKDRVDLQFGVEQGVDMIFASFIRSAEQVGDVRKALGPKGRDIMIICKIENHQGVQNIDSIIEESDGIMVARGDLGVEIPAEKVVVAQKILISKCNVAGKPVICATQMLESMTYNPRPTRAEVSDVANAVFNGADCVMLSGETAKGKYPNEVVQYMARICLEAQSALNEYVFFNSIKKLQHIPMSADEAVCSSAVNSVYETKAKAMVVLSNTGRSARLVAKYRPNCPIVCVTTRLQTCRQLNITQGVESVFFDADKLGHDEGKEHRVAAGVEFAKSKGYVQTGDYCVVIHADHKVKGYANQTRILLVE
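0.1 nM LmPK, 0.5 mM PEP, 0.1 mM ADP; 50 mM imidazole pH 7.2, 7 mM MgCl2, 50 mM KCl; 1 h RT. Kinase-Glo luminescence readout, normalized to no-enzyme (full inhibition) and uninhibited wells.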
CHX counter: Cycloheximide Counterscreen for Small Molecule Inhibitors of Shiga Toxin. cell reporter, cycloheximide protein synthesis inhibition counterscreen. hit rate 12% among 300,000. max response, %; in the data active means max response mostly above about 13%, no sharp cut-off; inactive means mostly below about 14%; further: read at 38.3 µM for the half of the compounds with a filed dose; 0% is about no effect
AmpC no deterg: qHTS Inhibitors of AmpC Beta-Lactamase (assay without detergent). P00811. AmpC nitrocefin hydrolysis, absorbance 480 nm, 0.0001% Triton. Potency, µM (top dose mostly 57.1 µM), inactives show at the top dose activity change, negative = inhibition, usual class: inhibitors. hit rate 0.52% among 330,000;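 further: potency means the concentration at half of the fitted maximal effect; plate controls were no compound for no effect and no enzyme for full effect; nearly all actives have a fitted effect of over 20% in size; some results filed as inactive show a strong effect at the top dose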
Target sequence (P00811 whole entry, looked up): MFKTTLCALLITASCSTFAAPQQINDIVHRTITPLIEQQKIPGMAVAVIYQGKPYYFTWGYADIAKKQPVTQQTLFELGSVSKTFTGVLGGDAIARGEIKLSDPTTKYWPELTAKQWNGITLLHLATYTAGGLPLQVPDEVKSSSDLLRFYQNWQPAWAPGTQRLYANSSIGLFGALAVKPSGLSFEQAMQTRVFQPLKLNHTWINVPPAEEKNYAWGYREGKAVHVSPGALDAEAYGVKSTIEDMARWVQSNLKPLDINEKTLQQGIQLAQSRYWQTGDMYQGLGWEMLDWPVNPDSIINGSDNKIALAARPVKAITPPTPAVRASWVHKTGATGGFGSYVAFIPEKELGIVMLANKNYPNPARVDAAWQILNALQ
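20 mM phosphate pH 7.0 + 0.01% (detergent screen) or 0.0001% Triton X-100; 5.3 nM AmpC reagent; cpd preinc 15 min RT; nitrocefin (800 uM stock) to start; A480 q20 s × 4 min; Activity was normalised to no-enzyme and no-compound control wells.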
TbPYK inhibitor: qHTS of Trypanosoma Brucei Inhibitors; TbPYK enzyme, Kinase-Glo Plus ATP luminescence, 45 min; Potency, µM (doses to about 76.8 µM), for inactives: top-dose activity, negative = inhibition, usual class: inhibitors; hit rate 0.12% among 410,000; further: potency means the concentration at half of the fitted maximal effect; on the % scale 0 is the no-effect control and ±100 the full control effect; nearly all actives have a fitted effect of over 50% in size
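Assay buffer: 50 mM TEA pH 7.2, 100 mM KCl, 10 mM MgCl2, 0.05% BSA, 0.01% Tween-20. Pyruvate kinase from T. brucei plus substrate met compound, then ADP (130 uM final). Luminescence was read post 45 min RT.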
Shiga toxin inh: A qHTS for Small Molecule Inhibitors of Shiga Toxin. Vero cells, Shiga toxin protein synthesis inhibition reporter. inhibition, % at 38.7 µM. hit rate 9.2% among 290,000; in the data active means inhibition mostly above about 28%, no sharp cut-off; inactive means mostly below about 43%; further: 0% is about no effect
Pf growth 48h: Primary qHTS for delayed death inhibitors of the malarial parasite plastid, 48 hour incubation. P. falciparum luciferase growth in erythrocytes, 48 h. Potency, µM (titrated, usually from 28.7 µM), inactives show top-dose activity change, negative = inhibition, most hits filed as inhibitors. hit rate 5.9% among 310,000. AID 504832, 2011; further: potency means the concentration at half of the fitted maximal effect; on the % scale 0 is the no-effect control and ±100 the full control effect
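Luciferase-expressing P. falciparum in infected erythrocytes (2% hematocrit, 0.1% parasitemia final) in RPMI 1640/0.5% Albumax were exposed to compound for 48 hours at 37 C, 5% CO2; growth read as luminescence.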
Starred values were filed as active, the others as inactive; u = inconclusive; x = not tested or not shown; & = joins results of further samples; [ ] = another dose, or the depositor's remark. Unless noted, the call rests on the fitted dose curve; in most records, active means well fitted curve in the direction sought with a large enough effect; inconclusive means small, poorly fitted or top-dose-only effect, or another doubt; inactive means no such curve, though single readings can be large; an effect the other way counts as inactive or inconclusive.

The opening 4 entries, ahead of the listing:
Under each structure: Pf growth 96h, LmPK inh, CHX counter, AmpC no deterg, TbPYK inhibitor, Shiga toxin inh, Pf growth 48h
CCOc1ccc(NC(=S)N(C)C)cc1
    42%, 1%, -1, -8%, 5%, 12, 14%
COc1cc(OC)cc(C(=O)NNC(=O)CN2C(=O)NC3(CCCC3)C2=O)c1
    16%, x, x, -12%, 6%, x, -4%
O=C(COc1ccc(Cl)cc1)NCc1nnc(SCC(=O)N2CCCC2)o1
    0%, -4%, 4, -9%, -17%, -19, -7%
CCOC(=O)C1(Cc2cccc(F)c2)CCN(C(=O)c2cnc(C)cn2)CC1
    -9%, -2%, 7, 89%[activator], -1%, -11, -23%

This part in full, repeating the preview:
Under each structure: Pf growth 96h, LmPK inh, CHX counter, AmpC no deterg, TbPYK inhibitor, Shiga toxin inh, Pf growth 48h
CCOc1ccc(NC(=S)N(C)C)cc1
    42%, 1%, -1, -8%, 5%, 12, 14%
COc1cc(OC)cc(C(=O)NNC(=O)CN2C(=O)NC3(CCCC3)C2=O)c1
    16%, x, x, -12%, 6%, x, -4%
O=C(COc1ccc(Cl)cc1)NCc1nnc(SCC(=O)N2CCCC2)o1
    0%, -4%, 4, -9%, -17%, -19, -7%
CCOC(=O)C1(Cc2cccc(F)c2)CCN(C(=O)c2cnc(C)cn2)CC1
    -9%, -2%, 7, 89%[activator], -1%, -11, -23%
Cc1ncc([N+](=O)[O-])n1CC(=O)Nc1ccc(F)cc1
    u, 1%, -2, -8%, 4%, -9, -3%[0.00184 µM]
O=C(N/N=C/c1ccco1)c1cc2ccccc2o1
    12%, 1%, 42*, -26%, 1%, 59*, 22%
C#C[C@]1(O)CC[C@H]2[C@@H]3CCc4cc(OC5CCCC5)ccc4[C@H]3CC[C@@]21C
    u, -2%, -2, 34%, -3%&-5%, -8, -17%
O=C1CSC(=NC2CCCCC2)N1
    u, 1%, -2, -8%, -5%, -7, 5%
O=C(c1ccc(Cl)cc1)N1CCC(N2CCC(C(=O)N3CCOCC3)CC2)CC1
    92%[activator], -7%, -1, 88%[activator], 6%, 9, -1%
O=C(CCN1C(=O)COc2ccccc21)NCc1cccs1
    x, -3%, -7, -8%, -7%, -6, 27%
COc1ccc(Cl)cc1C(=O)NNC(=O)c1n[nH]c2ccccc12
    5%, x, x, -9%, 9%, x, -29%
COc1cccc(N(CC(=O)O)S(=O)(=O)c2ccccc2)c1
    x, -3%, -3, -7%, 1%, -5, 13%
O=C(NC1CCCC1)C1CC(O)CN1C(=O)Nc1ccccc1 (stereo not drawn)
    71%[activator], -1%, -3, -1%, -4%, 4, 32%[activator]
C[n+]1c2n(c3ccccc31)N=C(c1ccc(-c3ccccc3)cc1)CS2
    u, -2%, -2, 84%[activator], 0%, 55, u
CN(C)S(=O)(=O)c1ccc(N2CCCC2)c(C(=O)N2CCN(S(=O)(=O)c3cccc(F)c3)CC2)c1
    -28%, x, x, 111%[activator], 1%, x, 10µM*
COCCNS(=O)(=O)c1ccc(OCC(=O)OC)c(Cl)c1
    u, 2%, -1, -4%, -11%, 0, -10%
Cc1cc(NC(=O)C2CCCCC2C(=O)O)no1 (stereo not drawn)
    u, 1%, 1, -32%, 6%, -5, 14%
C[n+]1c2ccccc2nc2ccc(NCCO)cc21
    0.13µM*, -2%, 13*, -7%, u, -1, 0.12µM*
C/C(=N\NC(=O)C1CC1)c1ccc(N2CCOCC2)cc1
    15%, -4%, 11, -4%[11.4 µM], -3%, 3, 30%
COc1cc(OC)c(NC(=O)c2ccc(F)cc2)cc1Cl
    28%, -3%, 8, -11%, 7%, 26, 0%
CCOC(=O)C1=C(C)C(c2cccc(Oc3ccccc3)c2)NC(=S)N1 (stereo not drawn)
    u, 4%, 1, -55%, 1%, 6, u
CN(C)c1nccc(NCc2ccccc2)c1C#N
    -1%, 0%, 14, -17%, 2%, 62, 12%
O=C(NCCCN1CCOCC1)/C(=C/c1ccc(F)cc1)NC(=O)c1ccccc1
    u, 4%, -1, 1%, 1%, -4, 2%
CCOC(=O)C1CCCN(C(=O)c2ccc(NC(=O)CC3SC(N4CCCC4)=NC3=O)cc2)C1 (stereo not drawn)
    u, x, x, 6%, -17%, x, 10µM*
O=C(NCC(=O)N1CCN(c2ncccn2)CC1)c1cccs1
    88%[activator], -2%, 33*, -14%, 1%, 46, x
Cc1cscn1
    31%[activator], x, x, -12%, -10%, x, 28%
O=C(CNC(=O)N1CC(=O)Nc2ccccc21)NCCc1ccc(Cl)cc1
    u, 1%, 6, 0%, 0%, -3, 0%
Nc1ccccc1C#CCCCCO
    15%, 0%, 18, -10%, -2%, 10, 36%[activator]
CCOC(=O)c1c(NC(=O)C2CCCCC2C(=O)O)sc2c1CCCCC2 (stereo not drawn)
    17%, 1%, -5, -8%[2.29 µM], 0%, -19, 8%
Cc1c(C(=O)Nc2ccc(F)cc2)c2ccccn2c1CCc1ccncc1
    u, -4%, 6, 70%[activator], -3%, 4, 3%
O=C(O)c1ccccc1-n1c2ccccc2c2ccccc21
    63%[activator], 0%, 2, -29%, 2%, 1, 119%[activator]
COc1ccccc1N1C(=O)C(Cl)=C(N2CCCC2)C1=O
    9.3µM*, -8%, -1, -10%, 11%, x, 23%
CCN(c1ccccc1)S(=O)(=O)c1ccc(Cl)c(NC(=O)CN(C)C2CCN(C)CC2)c1
    u, -11%, -3, 63%[activator], 7%, -10, u
O=C(Cc1ccccc1)NNC(=S)NC(=O)c1cccnc1
    u, 4%, -2, -6%, u, -7, u
O=C(NCCN=C1NS(=O)(=O)c2ccccc21)c1ccncc1
    5%, -1%, -3, -8%, 0%, -11, x
CCCC(=O)Nc1ccc2c(c1)nc(CCNC(=O)c1ccccc1)n2C
    -14%, 4%, -4, -5%, 1%, -12, x
O=c1c2sc3ccccc3c2[nH]c(=S)n1CCN1CCOCC1
    0%, -4%, 3, 18%, u, 39, 11%
CCCn1ncc(CN2CCC(Cc3cccc(F)c3)(C(=O)OCC)CC2)c1C
    -15%, -12%, -3, 33%, 3%, -5, u
CCCCNCCCOc1cccc(Cl)c1Cl
    u, 5%, 10, -1%, 7%, -5, x
O=[N+]([O-])c1ccc(NCCOc2ccccc2Cl)nc1
    u, 1%, 29*, -24%, 1%, 44*, 6%
O=C1OCCC1Sc1nc2cc(Cl)ccc2s1 (stereo not drawn)
    -24%, -4%, 1, -25%, 2%, 2, -1%
O=C(CSc1nnc(Cn2c(=O)sc3ccccc32)n1-c1ccccc1)NCC1CCCO1 (stereo not drawn)
    -15%, 1%, 5, 39%, -3%, 7, 8%
Cc1ccc(CNC(=O)C2CCC(CNS(=O)(=O)c3cccs3)CC2)cc1 (stereo not drawn)
    86%[activator], 2%, -1, -22%, 7%, -7, 4%
O=C(CCc1ccc(Oc2cc([N+](=O)[O-])cc([N+](=O)[O-])c2)cc1)Nc1cccc(Cl)c1
    u, 1%, 7, -32%, 3%, -3, -18%
COc1cccc(-c2csc(NC3OC(=O)c4c3ccc(OC)c4OC)n2)c1 (stereo not drawn)
    144%[activator], 4%, 46*, -24%, -5%, 42, 86%[activator]
COc1ccc(NC(=O)C(c2ccc(Cl)cc2)C(C)C)cn1 (stereo not drawn)
    u, 1%, 7, 32%, 2%, -8, 1.5µM*
COc1ccc(-n2nc([N+](=O)[O-])c(=NCCc3ccc(Cl)cc3)n2O)cc1
    u, 4%, 16, 34%[activator], -9%, -4, u
CCc1c(C)n([O-])c2c([n+]1=O)CCCCC2
    -21%, 5%, -1, -11%, 3%, -11, x
CCOc1cccc(C(=O)Nc2ccc(S(=O)(=O)Nc3cc(C)on3)cc2)c1
    13%, 0%, -4, -29%, 6%, 39, -2%
CCOC(=O)NC(=O)CSc1nc2ccc([N+](=O)[O-])cc2[nH]1
    15%, 1%, 8, -30%, -4%, -14, 20%
COc1ccccc1N1CCN(C(=O)c2oc3ccc(F)cc3c2C)CC1
    5%, -1%, -1, 157%[activator], 4%, -1, 10%
COc1cccc2cc(-c3cc(=O)oc4ccc(OCC(C)=O)cc34)oc12
    u, -12%, -2, 83%[activator], 4%, -9, u
CN1C(=O)N(C)C2C1N(CN1CCCCC1)C(=O)N2CN1CCCCC1 (stereo not drawn)
    -1%, -10%, -6, -17%, -16%, -9, 10%
Cc1ccc(SCCC(=O)NCC2CCCO2)cc1 (stereo not drawn)
    x, -4%, 13*, -22%, -2%, 23, 10%
O=C(Cc1ccccc1)Oc1ccccc1N1C(=O)CCC1=O
    x, 2%, -1, -10%, 4%, -3, 20%
O=C1CCCN1CC(=O)N1CCCC(Nc2cccc(F)c2)C1 (stereo not drawn)
    22%, 1%, 4, -9%, 3%, 5, 0%
Cc1cc(N2CCC(C)CC2)n2ncc(-c3ccccc3)c2n1
    166%[activator], 0%, 44*, -11%, 4%, 132*, 130%[activator]
CC(C)Nc1nc(-c2ccncc2)nc(-c2ccc(Cl)cc2)c1C#N
    u, 5%, -2, -27%, -1%, 5, u
CC1=NN(c2nc(-c3ccc(C)cc3)cs2)C(=O)C1N=Nc1ccc(C(N)=O)cc1 (stereo not drawn)
    -1%, -4%, 15*, -32%, -10%, 30, 5%
CN(c1ccccc1)S(=O)(=O)c1cccc(NC(=O)CCNC(=O)c2ccc(Cl)cc2)c1
    u, x, x, -7%, 2%, x, u

(listing goes on)
Under each structure: Pf growth 96h, LmPK inh, CHX counter, AmpC no deterg, TbPYK inhibitor, Shiga toxin inh, Pf growth 48h
Cc1noc(C)c1C(=O)N1CCN(c2ccc(OCc3ccccc3)cc2)CC1
    -15%, -4%, 4, 19%, 0%, -5, -13%
CC#CC[N+](C)(C)CC(=O)c1ccccc1
    -25%, -8%, 5, -15%, 3%, 14, -24%
COc1ccc(N2CCC(CNC(=O)Nc3cccc(OC)c3)C2)cc1 (stereo not drawn)
    -27%, -1%, -1, 13µM*, -11%, 15, x
Cc1n[nH]c(=O)nc1NCC1CCCO1 (stereo not drawn)
    269%[activator], -2%, -5, -16%, -7%, -7, 10%
COC(=O)c1c(C)[nH]c(C(=O)C(C)Sc2nnc(-c3cc(OC)c(OC)c(OC)c3)o2)c1C (stereo not drawn)
    14%, 1%, -8, -15%, 1%, 23, 23%
O=C1C(C2=NC(c3ccccn3)C3C(=O)N(c4ccccc4)C(=O)C23)=C(O)c2ccccc21 (stereo not drawn)
    22%, 1%, -2, -4%, 0%, -8, 48%[activator]
O=C(CNC(=O)Cn1ccc2ccccc2c1=O)NCCCN1CCN(c2cccc(Cl)c2)CC1
    u, 1%, 1, 208%[activator], 2%, -10, -2%
CN1C=CC(=CC=C2C=CC(=O)C=C2)C=C1
    1.9µM*, -2%, -4, -24%, 0%, 1, 4.7µM*
CCn1c(CNC(=O)c2ccccc2F)nnc1SCc1nc2ccccc2c(=O)[nH]1
    30%[activator], -6%, 10, -15%, x, -5, -20%
Cc1onc(-c2ccccc2)c1C(=O)N(C)CCc1ccccn1
    u, 0%, -5, -5%, -4%, -2, 80%[activator]
